# Scp1 inh – Scp-1 phosphatase inhibitors, primary screen, biochemical, colorimetric, uHTS. AID 493091, 2011. inhibition, % at 20 µM. Carboxy-terminal domain RNA polymerase II polypeptide A small phosphatase 1 (Homo …. 340,000 tested, 0.88% active. Recombinant Scp1, phosphopeptide, malachite green phosphate absorbance;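 active means inhibition above about 50% at 20 µM, limit read from the data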;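 further: plate controls were DMSO wells with enzyme for no effect and wells lacking enzyme for full effect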
# Target sequence (Q9GZU7 76-261 limits assumed): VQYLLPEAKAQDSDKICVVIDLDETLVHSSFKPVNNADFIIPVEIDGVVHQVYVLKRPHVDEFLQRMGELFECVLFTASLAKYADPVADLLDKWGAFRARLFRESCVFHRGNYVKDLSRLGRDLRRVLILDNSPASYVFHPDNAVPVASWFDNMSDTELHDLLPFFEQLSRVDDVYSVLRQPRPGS
#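 Incubation: 45 min enzyme reaction at room temperature / System: truncated SCP-1 phosphatase (76-261aa) / Reagent: Phospho 17-mer peptide substrate / Buffer or medium: Acidic Tris acetate buffer with magnesium and detergent / Signal: absorbance at 630 nm / Doses: one concentration, 20 µM, with 1.0% DMSO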
# STEP inh – STEP phosphatase inhibitors, primary screen, biochemical, fluorescence intensity, uHTS; recombinant STEP, OMFP fluorogenic substrate; inhibition, % at 20 µM; 360,000 tested, 0.25% active;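 active means inhibition at 20 µM, scaled per plate between control wells, above about 37%, limit read from the data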;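 further: 0% = DMSO with enzyme and substrate and 100% = substrate only without enzyme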
# Target sequence (P54829 whole entry, looked up): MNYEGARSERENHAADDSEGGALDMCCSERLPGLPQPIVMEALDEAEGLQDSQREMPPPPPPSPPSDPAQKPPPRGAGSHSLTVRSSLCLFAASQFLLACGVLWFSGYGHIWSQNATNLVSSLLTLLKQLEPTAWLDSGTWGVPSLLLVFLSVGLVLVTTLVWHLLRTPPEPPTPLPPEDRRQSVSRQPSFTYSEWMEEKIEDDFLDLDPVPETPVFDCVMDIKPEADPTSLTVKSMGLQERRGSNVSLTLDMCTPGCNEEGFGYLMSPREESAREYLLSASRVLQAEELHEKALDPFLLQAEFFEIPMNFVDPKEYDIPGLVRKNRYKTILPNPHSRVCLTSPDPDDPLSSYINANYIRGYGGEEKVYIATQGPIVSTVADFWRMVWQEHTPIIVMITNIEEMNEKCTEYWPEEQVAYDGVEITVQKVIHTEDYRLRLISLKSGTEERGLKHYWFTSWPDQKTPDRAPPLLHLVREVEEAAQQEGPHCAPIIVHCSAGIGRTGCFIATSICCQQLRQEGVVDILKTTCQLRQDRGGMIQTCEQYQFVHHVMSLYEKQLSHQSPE
#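 Measure: Control-normalized % inhibition with plate pattern correction | Test system: STEP phosphatase, cell-free reaction | Medium: pH 6.0 Bis-Tris with DTT and Tween 20 | Technique: Fluorescence, 480/540 nm | Times: Reaction 20 min, ambient temperature | Doses: Single compound dose of 20 µM, 1% DMSO final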
# SUMO1-SIM PPI – modulators of SUMO1 protein-protein interactions, primary screen, biochemical, uHTS | inhibition, % at 20 µM | 360,000 tested, 0.33% active | SUMO1 binding to a labelled peptide, TR-FRET, 1 h | Small ubiquitin-related modifier 1 (Homo sapiens), P63165 | AID 602429, 2012; in the data active means inhibition above about 37%
# Target sequence (P63165 whole entry, looked up): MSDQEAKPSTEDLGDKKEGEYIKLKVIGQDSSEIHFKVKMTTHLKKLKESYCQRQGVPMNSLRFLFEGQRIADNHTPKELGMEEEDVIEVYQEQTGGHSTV
# DNMT1 block – human DNMT1 methyltransferase inhibitors, primary screen, biochemical, molecular beacon, fluorescence, HinP1I cleavage, uHTS | inhibition (reported as % activation of signal), % at 10 µM | 360,000 tested, 0.83% active | AID 588458, 2011; in the data active means inhibition above about 50%
# NRP1-CendR mod – modulators of CendR peptide binding to NRP-1, primary screen, biochemical, fluorescence polarization, uHTS. 360,000 tested, 0.85% active. FAM-RPARPAR peptide binding to NRP-1. inhibition, % at 25 µM. Neuropilin-1 (Homo sapiens), O14786;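 active means inhibition or corrected inhibition above about 18%, plus a signal ratio from 0.5 to 1.5, limit read from the data, passing the limit was not always enough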; further: strong numbers were not always called active
# NadD block – inhibitors of S. aureus NadD, primary screen, biochemical, colorimetric, uHTS; purified NadD enzyme, colorimetric absorbance read-out; Nicotinate-nucleotide adenylyltransferase NadD (Staphylococcus aureus N315); 360,000 tested, 0.78% active; inhibition, % at 20 µM; in the data active means inhibition above about 26%; further: some compounds past the cut are filed as inactive
# TbMetRS inhib – T. brucei MetRS inhibitors, primary screen, biochemical, luminescence; methionyl-tRNA synthetase (Trypanosoma brucei brucei); inhibition, % at 11.9 µM; 360,000 tested, 0.4% active; purified T. brucei MetRS, ATP depletion, Kinase-Glo luminescence;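 active means inhibition above a per-plate cutoff of the control wells' mean inhibition plus 3 SD, cut at about 5.5% in these data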;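 further: 0% = DMSO wells median and 100% = median of wells with control inhibitor compound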
#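 Material: parasite MetRS enzyme / Replication: singlicate, one well per compound / Signal: luminescence of leftover ATP / Schedule: 2 h aminoacylation at 25 °C after 15 min preincubation / Medium: HEPES-MgCl2-KCl buffer plus DTT, spermine, BSA, pyrophosphatase / Doses: 11.9 µM single point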
# SKN-1 block – suppressors of acrylamide-induced Pgst-4::GFP reporter in worms, primary screen, SKN-1 inhibitor project, whole organism, uHTS, GFP/RFP fluorescence ratio, strain VP596; C. elegans VP596 Pgst-4::GFP/RFP ratio, 24 h; inhibition, % at 21.8 µM; 360,000 tested, 0.49% active; AID 624304, 2012;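 active means interference check ratio from 0.5 to 1.5 plus GFP to RFP signal ratio inhibition reaching or exceeding a fixed threshold, cut at about 30% in these data, passing the limit was not always enough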; further: some compounds called inactive have numbers as strong as hits
# Neddyl block – inhibitors of cullin neddylation, primary screen, biochemical, TR-FRET, uHTS, NAE and Ubc12; NEDD8-conjugating enzyme Ubc12 (Homo sapiens) + NEDD8-activating enzyme E1 regulatory …; calls only at 25 µM; 360,000 tested, 0.58% active; in the data active means inhibition above about 36%
# LMPTP block – LMPTP phosphatase inhibitors, primary screen, biochemical, fluorescence intensity, uHTS | AID 651560, 2012 | inhibition, % at 20 µM | Low molecular weight phosphotyrosine protein phosphatase (Homo sapiens), P24666 | recombinant LMPTP-A, OMFP fluorogenic substrate | 360,000 tested, 0.22% active;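 active means compounds that cut the enzyme signal by at least half of the control window in the single-dose screen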;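 further: plate controls were DMSO wells with enzyme plus substrate for no effect and substrate without enzyme for full effect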
# Target sequence (P24666 whole entry, looked up): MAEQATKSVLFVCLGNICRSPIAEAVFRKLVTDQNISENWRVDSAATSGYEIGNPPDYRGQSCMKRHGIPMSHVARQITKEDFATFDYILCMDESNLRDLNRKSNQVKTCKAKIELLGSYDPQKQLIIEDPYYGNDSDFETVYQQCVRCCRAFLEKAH
#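 Test system – LMPTP-A phosphatase enzyme · Quantity – 0.625 nM LMPTP-A final · Reagent – OMFP substrate, 400 µM final · Dosing – one test concentration per compound, 20 µM, with 3% DMSO overall · Timing – 50 min enzyme reaction at room temperature, protected from light · Detection – fluorescence intensity · Controls – substrate-only low control, DMSO enzyme-plus-substrate high control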
# Active calls of the source: *; i = inactive; / = no result given.
SMILES,Scp1 inh,STEP inh,SUMO1-SIM PPI,DNMT1 block,NRP1-CendR mod,NadD block,TbMetRS inhib,SKN-1 block,Neddyl block,LMPTP block
Cc1cc(-c2nnc(SCC(=O)Nc3ccc(S(N)(=O)=O)cc3)n2N)n[nH]1,16,-2,2,2,1,0,-0.9,-4,i,-0.3
O=C(NC12CC3CC(CC(C3)C1)C2)c1ccccc1,-7,6,-1,-1,12,-6,0.4,3,i,-0.7
O=C(COc1ccc(Br)cc1)N/N=C1\SCC(=O)N1c1ccc(F)cc1,1,1,1,3,-6,0,-0.9,-1,i,-0.8
COc1ccccc1NS(=O)(=O)c1cccc(N2CC(O)=C(c3ccccc3)C2=N)c1,-1,1,2,-1,-7,6,0.1,-9,i,-0.9
O=C(c1ccccc1)c1ccc(Cn2cc(CCCO)nn2)cc1,11,5,4,4,-5,2,-0.2,12,i,0.8
CCC/C(O)=C1\C(=O)CC(C)(C)CC1=Nc1ccc(OC)cc1,-2,-3,5,-1,-1,-6,-1.7,7,i,-1.7
CCC(C)NCCOc1ccccc1C (stereo unspecified),-8,1,0,2,-2,0,-0.3,-9,i,-1.5
Cc1c(C(=O)COC(C)(C)C)[nH]c2ccccc12,-7,2,-8,-11,-9,-2,-0.9,-5,i,0.0
Cc1nn(-c2ccccc2)c(N2CCCC2)c1/C=N/Nc1ccc(S(N)(=O)=O)cc1[N+](=O)[O-],-2,2,-24,-4,12,22,-0.8,13,i,7.9
Cc1cccc(CCNC(=O)C2CCN(S(=O)(=O)c3cccc4nsnc34)CC2)c1,-5,1,-30,-1,2,0,0.0,1,i,-1.9
O=C(Nc1ccccc1C(=O)NC(Cc1ccccc1)C(=O)O)c1ccco1 (stereo unspecified),12,1,0,1,-12,-2,0.2,9,i,-0.4
O=S1(=O)CC(N2CC=CC2)CN1C1CCCCC1 (stereo unspecified),/,-2,8,3,0,1,-0.6,1,i,-1.0
Cc1ccc(C)c(NC(=O)C2CC(O)CN2C(=O)Oc2ccccc2)c1 (stereo unspecified),-7,-4,-2,1,16,1,-0.4,13,i,-1.6
Cc1c(OCC(=O)NCC(O)c2ccccc2)ccc2c3c(c(=O)oc12)CCCC3 (stereo unspecified),-9,3,0,3,4,1,0.1,7,i,1.5
c1cc(-c2cccs2)nc(-c2cccs2)c1,-10,0,0,-1,6,2,-0.4,5,i,-2.4
Cc1sc2ncnc(SCC(=O)NC(C)C(C)C)c2c1C (stereo unspecified),-6,1,-1,2,2,-2,0.1,-10,i,1.4
CCn1c(=O)c2ccccc2n2c(SCC(N)=O)nnc12,0,1,6,39,12,-6,-0.1,2,i,-2.4
NC(=O)/C(N=Nc1ccccc1)=N/Nc1ccccc1,-2,-2,-23,5,3,-1,-0.1,-11,i,-0.4
CCOC(=O)C1(C)CCCCCN1C(=O)c1ccc(OC)c(C(F)(F)F)c1 (stereo unspecified),/,0,0,2,-2,0,-0.2,21,i,1.0
COc1cc(C)c(Cl)cc1S(=O)(=O)n1ccnc1,3,1,1,-4,12,-4,-0.9,8,i,0.1

# Arranged by molecular weight (ascending): 3 of the compounds above
SMILES,Scp1 inh,STEP inh,SUMO1-SIM PPI,DNMT1 block,NRP1-CendR mod,NadD block,TbMetRS inhib,SKN-1 block,Neddyl block,LMPTP block
COc1cc(C)c(Cl)cc1S(=O)(=O)n1ccnc1,3,1,1,-4,12,-4,-0.9,8,i,0.1
O=C(c1ccccc1)c1ccc(Cn2cc(CCCO)nn2)cc1,11,5,4,4,-5,2,-0.2,12,i,0.8
O=C(Nc1ccccc1C(=O)NC(Cc1ccccc1)C(=O)O)c1ccco1 (stereo unspecified),12,1,0,1,-12,-2,0.2,9,i,-0.4

# Continuation.
SMILES,Scp1 inh,STEP inh,SUMO1-SIM PPI,DNMT1 block,NRP1-CendR mod,NadD block,TbMetRS inhib,SKN-1 block,Neddyl block,LMPTP block
C=CCOc1ccc(C2/C(=C(/O)c3ccc4c(c3)CC(C)O4)C(=O)C(=O)N2CCCN2CCOCC2)cc1 (stereo unspecified),-5,4,-6,-4,-13,29*,-0.1,0,i,5.6
COC(=O)Cn1c(=NC(=O)CSCC(=O)Nc2cc(C)on2)sc2cc(C(=O)OC)ccc21,-12,0,8,2,12,2,-0.1,3,i,-0.5
COc1ccc(CC(N)c2csc(Nc3ncccn3)n2)cc1 (stereo unspecified),/,-2,0,-1,-7,-5,-0.2,-13,i,0.0
C#Cc1ccc([C@@H]2C=C(C(=O)NC3CC3)O[C@H](OCc3ccc(CO)cc3)C2)cc1,-11,-3,-4,-3,-2,0,-0.3,4,i,-0.7
S=c1sc2c(N3CCN(Cc4ccccc4)CC3)ncnc2n1-c1ccccc1,-10,0,2,0,12,-1,-0.2,11,i,1.6
CCOc1cnc(-c2ccc(OC)cc2)o1,-10,1,1,-1,15,-4,-1.0,19,i,-0.3
COc1ccc2[nH]cc(/C=C/C(=O)c3ccccc3)c2c1,-17,-1,-26,-12,-127,-10,-0.5,9,i,1.7
COc1ccc(C(=O)Nc2ccccc2C(=O)Nc2cccc(C)n2)cc1,8,-1,1,83*,-5,-1,-0.7,13,i,0.3
CCN(C1CCCCC1)S(=O)(=O)c1ccc(S(=O)(=O)N(CC(=O)Nc2ccccc2)C2CC2)cc1,-8,-4,-4,-3,7,-6,-1.0,-7,i,2.0
N#Cc1ccc(-c2cccnc2)nc1SCc1ccc(Cl)c(Cl)c1,15,3,4,0,-12,9,1.7,9,i,2.1
CC(C)c1cc(Br)ccc1OCCCN1C(=O)NC(C)(C)C1=O,-4,2,4,-4,11,-3,-0.6,19,i,1.3
COCc1nnc(NS(=O)(=O)c2ccc([N+](=O)[O-])cc2)s1,-4,-4,-29,1,-2,1,-0.3,7,i,-1.1
Cc1ccc(OCC(=O)Nc2c(C)ccc3nsnc23)cc1,-11,2,-28,2,9,-2,-0.5,-5,i,-0.5
Cc1ccc(Cn2c3ccccc3c3cn[nH]c(=O)c32)cc1,-6,2,8,-4,-2,0,-0.1,3,i,-1.1
CCOc1ccc2[nH]c3c(c2c1)CNCC3,-4,-2,-34,-8,-9,4,0.0,16,i,6.3
COc1cc(CNc2ncnc3c2ncn3[C@H]2CN(Cc3ccc(C(=O)O)cc3)C[C@@H](CO)O2)cc(OC)c1OC,/,0,12,10,-4,-3,0.7,-9,i,-0.5
O=C1NCCn2ccc(=O)cc21,-7,1,1,0,1,-4,-0.1,-2,i,-2.3
O=C1NN(c2ccccc2)C(=O)/C1=C/c1ccc(Sc2cccc3ccccc23)o1,1,1,20,66*,-37,4,-0.5,5,i,2.7
CC(=O)Nc1ccc2c(c1)nc(CCNC(=O)c1ccco1)n2C,-5,0,4,-1,14,2,0.6,8,i,-1.0
Cc1ccc(/C=N/NC(=O)c2cc(C)oc2C)cc1,-10,0,-11,1,6,-10,1.5,1,i,-0.8
Cc1cccc(NS(=O)(=O)c2cc3c(cc2C)NC(=O)CO3)c1,18,2,-4,15,-3,-7,-0.5,0,i,0.0
COc1ccc(C(=O)OCC(=O)NCCN2C(=O)CSC2=O)cc1,-4,1,-4,4,6,-2,-0.5,0,i,-1.0
Cc1ccc(OCCCN(C)C)c(Br)c1,-4,1,-3,0,6,-2,-0.5,3,i,-1.5
CCN(C(=O)CSc1nc(N)cc(=O)[nH]1)C1CCS(=O)(=O)C1 (stereo unspecified),-4,-4,3,84*,20,4,-0.3,1,i,-0.6
COc1ccc(/C=N/Nc2nc(Nc3ccccc3)nc(N3CCCCC3)n2)c(OC)c1,-5,-2,-3,-5,3,19,0.3,16,i,2.1
Cc1cc(C)c(C(N)=O)c(NC(=O)Nc2ccccc2)n1,0,-2,-2,-2,-5,-1,0.4,14,i,-2.3
COc1ccc(CC/C(C)=N\NC(N)=O)cc1,-7,-2,-4,0,0,-1,0.5,9,i,0.0
COc1ccc(F)cc1S(=O)(=O)n1cc(C)nc1-c1ccccc1,-9,3,3,5,4,3,-0.2,7,i,-1.5
COc1ccc(C(=O)OCC(O)COC(=O)c2ccc(OC)cc2)cc1,-15,-3,8,-1,-6,-8,-0.3,11,i,-0.4
NC(=O)CSc1nnc(-c2ccoc2)o1,-5,-1,0,0,-2,1,0.2,-16,i,-1.4
CCc1noc(C)c1C(=O)Nc1ccc(C)c(S(=O)(=O)N2CCCCCC2)c1,32,1,3,-6,9,-7,0.0,26,i,-0.1
COC(=O)C1=C(C)N(Cc2ccccc2)C(=NCc2cc(OC)c(OC)c(OC)c2)N[C@H]1CCc1ccccc1,15,1,-8,8,-16,5,-0.3,4,i,-1.4
O=C(c1ccco1)n1nc(-c2ccco2)nc1SCc1ccccc1,-9,-5,-2,2,-7,-2,0.1,0,i,-1.7
O=C(O)c1cc(C(=O)O)c(-c2ccccc2)c(C(=O)O)c1,-11,1,0,0,-2,2,0.5,6,i,-1.0
CCc1nc(N2CCC(C)CC2)c2oc3ccccc3c2n1,5,0,1,20,3,7,-0.8,6,i,5.3
CCN1CCN(C(CNS(=O)(=O)c2ccc(Cl)cc2)c2ccccc2)CC1 (stereo unspecified),-1,-1,-1,4,4,-8,-0.6,0,i,-2.8
CCC1(c2ccccc2)NC(=O)N(CC(=O)Nc2ccc(S(=O)(=O)NC3=NCCCCC3)cc2)C1=O (stereo unspecified),-6,-1,12,1,3,0,-0.5,-4,i,-1.0
CC(CP(=O)(O)O)NC(=O)Cc1ccccc1 (stereo unspecified),-2,-2,2,3,14,5,-0.5,-1,i,-1.1
O=C(CNC(=S)N(CCCN1CCOCC1)Cc1cccs1)NCc1ccccc1,3,4,-1,1,34*,0,-0.2,2,i,-2.1
CCc1nnc(NC(=O)c2nc(Cl)ccc2Cl)s1,4,-3,3,0,4,-4,-0.1,-9,i,0.7
CCOc1ccc(C2C(C(=O)Nc3cc(C)on3)c3ccccc3C(=O)N2CCN2CCOCC2)cc1 (stereo unspecified),1,1,1,3,24,3,-0.8,11,i,-1.3
